Nrf2 block: Nrf2 qHTS screen for inhibitors; AID 504444, 2011; A549 ARE-Fluc reporter, luciferase luminescence, 18-24 h; 360,000 compounds, 2.1% hits; Potency, µM (series often up to 46 µM), without a hit: at the top dose activity change, negative = inhibition, usual class: inhibitors; also: potency is read from the fitted curve at half-maximal effect; % is scaled to controls: 0 for no effect and ±100 for the full control effect; nearly all actives have a fitted effect of over 60% in size
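Nrf2 activity is the BugLite luminescence, read 15 min after reagent at room temperature, following CellTiter-Fluor cytotoxicity readout (30 min, 37C). Compound titrations were applied for 18-24 h to 5000 A549 ARE_Fluc cells/well in 5% FBS OPTI-MEM.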
S2 tox: Viability Counterscreen for Primary qHTS for Inhibitors of ATXN expression. Potency, µM (highest dose often 56.7 µM), actives largely listed as cytotoxic. S2 cells (HEK-293 line with an ATXN2-luciferase reporter) viability, CellTiter-Fluor protease fluorescence, 24 h. 400,000 compounds, 0.49% hits. AID 651635, 2014; also: potency is read from the fitted curve at half-maximal effect; nearly all actives have a fitted effect of over 40% in size
IL1B secr inh: qHTS for Inhibitors of Inflammasome Signaling: IL-1-beta AlphaLISA Primary Screen | THP-1 LPS/ATP IL-1B secretion, AlphaLISA, 16 h; stronger effect = lower value | activity change, % at 57.5 µM | 360,000 compounds, 4.7% hits; in the data active = activity change below about -50%; inconclusive = mostly about -30% to -49%; also: % is scaled to controls: 0 for no effect and ±100 for the full control effect
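Secreted IL-1B measured by AlphaLISA bead assay after 16 h compound exposure of THP-1 cells; compounds (final up to 57.5 uM) added 1 h before LPS (250 ng/mL) and ATP (1.25 mM) stimulation; lower signal means less secretion.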
Nrf2 activator: qHTS of Nrf2 Activators; 410,000 compounds, 0.31% hits; Potency, µM (doses to about 46.1 µM), for the others: at the top dose activation, most hits filed as activators; AREc32 ARE-luciferase reporter (MCF7-derived line), luminescence, 24 h; also: potency is read from the fitted curve at half-maximal effect; % of control where 0% means no effect; nearly all actives have a fitted effect of over 65% in size
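Quantitative high-throughput format: AREc32 reporter cells, 1000 per well, received compound by pin transfer and were incubated 24 hr at 37 deg C, 5% CO2, before Steady-Glo luminescence detection.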
MCF10A rereplic: A quantitative high throughput screen for small molecules that induce DNA re-replication in MCF 10a normal breast cells | MCF 10A DNA re-replication, Hoechst nuclear intensity, 48 h | Potency, µM (titrated, usually from 46.1 µM), inactives show top-dose activity, positive = re-replication, hits mostly activators | 350,000 compounds, 2.9% hits; also: potency is read from the fitted curve at half-maximal effect; % of control where 0% means no effect; nearly all actives have a fitted effect of over 50% in size
A549 viability: Nrf2 qHTS screen for inhibitors: counterscreen for cytotoxicity; A549 ARE-Fluc cells, CellTiter-Fluor viability, 18-24 h; Potency, µM (highest dose often 46 µM), without a hit: at the top dose activity change, negative = cytotoxicity, most hits filed as inhibitors; 390,000 compounds, 0.16% hits; AID 504648, 2011; also: potency is read from the fitted curve at half-maximal effect; % is scaled to controls: 0 for no effect and ±100 for the full control effect
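A549 ARE_Fluc cells in 5% FBS OPTI-MEM were exposed to compounds in concentration-response for 18-24 h at 37 deg C. Viability was read by CellTiter-Fluor fluorescence (Ex 405/Em 525) after 30 min, before the luciferase read.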
HepG2 tox: qHTS for Inhibitors of TGF-b: Cytotox Counterscreen; AID 588856, 2011; Potency, µM (titrated, usually from 46.1 µM), for the others: at the highest dose activity change, negative = cytotoxicity, hits mostly cytotoxic; HepG2 CAGA-GFP viability, ATP luminescence, 18 h; 410,000 compounds, 0.76% hits; also: potency is read from the fitted curve at half-maximal effect; some results filed as inactive show a strong effect at the top dose
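CellTiter-Glo luminescence gave cytotoxicity after 18 hours at 37 degrees C. The cells were HepG2 CAGA-GFP in 1% FBS DMEM, stimulated with 500 pg/mL TGF-beta after compound addition. %Activity was normalised to no-cell wells (complete cell-killing) and DMSO (no toxicity), and curves were fitted and classified.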
ATXN2 expr inh: Primary qHTS for Inhibitors of ATXN expression. HEK-293 ATXN2-luciferase reporter, luminescence, 24 h. Potency, µM (highest dose often 57 µM), for inactives: top-dose activity change, negative = inhibition, hits mostly inhibitors. 360,000 compounds, 0.72% hits; also: potency is read from the fitted curve at half-maximal effect; % is scaled to controls: 0 for no effect and ±100 for the full control effect; nearly all actives have a fitted effect of over 55% in size
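qHTS (up to 57 uM final) was run with 24 h compound exposure of reporter cells at 37 °C. Each well was multiplexed: SteadyGlo luminescence measured ATXN2-luciferase expression after a fluorogenic Gly-Phe-AFC viability readout (25 uM final).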
TGFb inhibitor: qHTS for Inhibitors of TGF-b | HepG2 CAGA-GFP TGF-b/SMAD3 reporter, GFP fluorescence, 18 h; TGF-beta stimulated, 500 pg/mL final | Potency, µM (doses to about 46.1 µM), for the others: top-dose activity, negative = inhibition, most hits filed as inhibitors | 410,000 compounds, 1.2% hits; also: potency is read from the fitted curve at half-maximal effect; % is scaled to controls: 0 for no effect and ±100 for the full control effect; nearly all actives have a fitted effect of over 65% in size
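Using HEPG2 CAGA-GFP reporter cells at 1000 cells/well, we pinned test compounds, stimulated with recombinant TGF-beta (500 pg/mL final) and measured total well GFP after 18 h.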
* marks the source's active call; other numbers are inactive results; i = inactive; u = inconclusive; x = no result given; & = joins results of further samples; [ ] = remark or other dose. Unless noted, calls follow the shape of the dose curve; as a rule, active = well fitted curve in the direction sought with a large enough effect; inconclusive = small, poorly fitted or top-dose-only effect, or another doubt; inactive = no such curve, though single readings can be large; an effect the other way counts as inactive or inconclusive.

1) CCOc1ccc(-c2c(=O)n(OCc3ccccn3)c3ccccc3[n+]2[O-])cc1
2) COc1c(Cl)cc(Cl)cc1CNCCO
3) O=C(COc1ccc(S(=O)(=O)NCc2ccccc2)cc1Cl)NCC1CCCO1 (stereo not given)
4) CCOc1ccc(C2c3c(oc4ccc(C)cc4c3=O)C(=O)N2CCCN(C)C)cc1 (stereo not given)
5) CCOc1cc(C(=O)OCC(=O)c2c[nH]c3ccccc23)ccc1OCC(=O)N1CCOCC1
6) CCOC(=O)C1(Cc2cccc(OC)c2)CCN(Cc2cccc(O)c2)CC1
7) CCCCn1nc(C(=O)N(CC)CC(=O)Nc2c(F)cccc2F)c2ccccc2c1=O
8) CSc1nc(NCCCO)c2c3c(sc2n1)CN(C)CC3

assay / compound,1,2,3,4,5,6,7,8
Nrf2 block,-10%,-4%,-8%,x,8%,-10%,u,-3%
S2 tox,i,i,i,i,i,i,i,i
IL1B secr inh,-30,0,0,x,-20,u,13,-14
Nrf2 activator,1.9%,-0.3%,-0.4%,4.3%,0.0%,0.4%,0.1%,8.0%
MCF10A rereplic,-181%[0.0737 µM],0%,0%,x,0%,1%[9.22 µM],-15%,4%
A549 viability,-5%,9%,7%,4%,-2%,-1%,0%,0%
HepG2 tox,-3%,-29%,0%,2%,-10%,-12%,-2%,2%
ATXN2 expr inh,5%,-31%,-13%,16%,-2%,-28%,-3%,x
TGFb inhibitor,0%,-13%,-12%,16%,-3%,3%,-1%,9%

9) CC1(C(=O)Nc2ccc(Cl)cc2)Cc2c(-c3ccc(C(N)=O)cc3)ccnc2O1 (stereo not given)
10) O=C(c1cccnc1)N1CCc2ccccc2C1
11) Cc1nn(C2CCS(=O)(=O)C2)c(Cl)c1/C=C/C(=O)OCC(=O)Nc1ccc2c(c1)OCO2 (stereo not given)
12) Cc1coc2c(C)c3oc(=O)cc(-c4ccccc4)c3cc12
13) NC(=O)C1CCN(C(=O)CCNS(=O)(=O)c2ccccc2F)CC1
14) Cc1ccc(C(=O)/C=C\Nc2ccc(C)c(C)c2)cc1
15) O=C(CSc1cccc(C(F)(F)F)c1)Nc1cc(S(=O)(=O)N2CCCC2)ccc1Cl
16) O=C(NCCCCNC(=O)c1c(F)c(F)c(F)c(F)c1F)c1c(F)c(F)c(F)c(F)c1F

assay / compound,9,10,11,12,13,14,15,16
Nrf2 block,x,4%,7%,3%,22%,u,14%,15%
S2 tox,i,i,i,i,i,i,u,i
IL1B secr inh,u,2,22,13,-2,5,-1,-9
Nrf2 activator,7.2%,6.5%,-0.5%,0.0%,-0.7%,2.3%,-1.0%,-0.4%
MCF10A rereplic,x,-6%,6%,1%,0%,12%,16%,22%
A549 viability,x,1%,-6%,14%,2%,-5%,0%,-1%
HepG2 tox,-6%,-4%,4%,-1%,4%,5%,-7%,-15%
ATXN2 expr inh,u,0%,1%,-13%,9%,63%[activator],-8%,-3%
TGFb inhibitor,2%,0%,1%,-2%,6%,-4%,5%,-8%

As entered above:
`O=C(COc1ccc(S(=O)(=O)NCc2ccccc2)cc1Cl)NCC1CCCO1` (stereo not given) – MCF10A rereplic = 0%
`Cc1nn(C2CCS(=O)(=O)C2)c(Cl)c1/C=C/C(=O)OCC(=O)Nc1ccc2c(c1)OCO2` (stereo not given) – IL1B secr inh = 22
`CCOc1ccc(C2c3c(oc4ccc(C)cc4c3=O)C(=O)N2CCCN(C)C)cc1` (stereo not given) – A549 viability = 4%
`NC(=O)C1CCN(C(=O)CCNS(=O)(=O)c2ccccc2F)CC1` – Nrf2 activator = -0.7%

A stretch taken from the entries so far, for reference:
1) CCOc1ccc(-c2c(=O)n(OCc3ccccn3)c3ccccc3[n+]2[O-])cc1
2) COc1c(Cl)cc(Cl)cc1CNCCO
3) O=C(COc1ccc(S(=O)(=O)NCc2ccccc2)cc1Cl)NCC1CCCO1 (stereo not given)

assay / compound,1,2,3
Nrf2 block,-10%,-4%,-8%
S2 tox,i,i,i
IL1B secr inh,-30,0,0
Nrf2 activator,1.9%,-0.3%,-0.4%
MCF10A rereplic,-181%[0.0737 µM],0%,0%
A549 viability,-5%,9%,7%
HepG2 tox,-3%,-29%,0%
ATXN2 expr inh,5%,-31%,-13%
TGFb inhibitor,0%,-13%,-12%

New compounds follow
17) COc1ccc2c(c1)-c1nc(/N=C/c3ccc(O)c(OC)c3)sc1CC2
18) COc1ccc(-c2nn3c(COc4ccccc4)nnc3s2)cc1OC
19) Cc1c(Cl)cccc1NC(=O)Cn1nc(C)c2sc3ccccc3c2c1=O
20) CCOC(=O)c1ccc(OS(=O)(=O)c2ccccc2)c(OC)c1
21) CCOC(=O)c1c(S(=O)(=O)NCC(=O)Nc2ccc(C)c(Cl)c2)c(C)n(C)c1C
22) Cc1nnc(SCC(=O)Nc2ccc3c(c2)OCO3)[nH]c1=O
23) CCS(=O)(=O)N1CCCC(C(=O)c2ccc(OC)cc2C)C1 (stereo not given)
24) Cc1csc(SCC(=O)c2c(N)n(CC(C)C)c(=O)n(C)c2=O)n1

assay / compound,17,18,19,20,21,22,23,24
Nrf2 block,u,5%,-16%,u,x,1%,-14%,u
S2 tox,i,i,i,i,i,i,i,i
IL1B secr inh,u,-5,x,8,x,0,40,4
Nrf2 activator,6.4%[9.22 µM],0.0%,3.2%,4.6%,0.2%,0.2%,-0.8%,-0.3%
MCF10A rereplic,3%,94%[0.0737 µM],x,u,x,-3%,-1%,16%
A549 viability,3%,-1%,0%,4%,0%,11%,-9%,2%
HepG2 tox,-15%,-10%,-14%,39%,-6%,6%,10%,-3%
ATXN2 expr inh,5%,-10%,-6%,66%[activator],-10%,-17%,-16%,-13%
TGFb inhibitor,0%,-4%,u,9%,-5%,1%,0%,-21%

25) O=Cc1ccc(-n2cccn2)cc1
26) Cc1ccc(CNC(=O)c2c(Nc3c(C)cccc3C)sc(C(=O)c3ccccc3)c2N)cc1
27) COc1ccc(C(=O)Nc2ccnn2C2CCN(CCC(C)c3ccc(C)o3)CC2)cc1 (stereo not given)
28) CN(C(=O)COC(=O)C1(C)CC1(Cl)Cl)c1c(N)n(Cc2ccccc2)c(=O)[nH]c1=O (stereo not given)
29) O=C(Nc1ccc(S(=O)(=O)N2CCOCC2)cc1)c1ccccc1F
30) CN(C)c1ccc(-c2nc3cnccn3c2Nc2ccc3c(c2)OCCO3)cc1
31) O=C(Cn1ccnc1)c1ccc(Cl)cc1
32) COc1ccccc1-c1c(C)oc2c(CN3CCCC(C)C3)c(O)ccc2c1=O (stereo not given)

assay / compound,25,26,27,28,29,30,31,32
Nrf2 block,-3%,x,2%,u,0%,10%,-14%,0%
S2 tox,i,x,u,i,i,i,i,i
IL1B secr inh,3,x,0,18,-7,3,0,-11
Nrf2 activator,1.4%,-0.2%,0.7%,-1.0%,-0.9%,4.0%,0.0%,0.2%
MCF10A rereplic,-28%,x,12%,-3%,-4%,18µM*,-7%,15%
A549 viability,0%,u,-19%,0%,0%,3%,3%,1%
HepG2 tox,1%,-60%,-31%,5%,-14%,11%,-6%,-19%
ATXN2 expr inh,20%,u,-6%,-5%,-15%,x,-3%,-9%
TGFb inhibitor,9%,13µM*,11%,4%,-2%,-10%,7%,0%

33) COC(=O)c1c(NC(=S)NNC(=O)c2ccc(Cl)s2)sc(C(=O)N(C)C)c1C
34) O=C1CC(N2CCN(c3ccccc3F)CC2)C(=O)N1c1ccc(F)cc1 (stereo not given)
35) COc1ccc(OCC(O)CN2C(=O)c3ccccc3S2(=O)=O)cc1 (stereo not given)
36) COc1ccc([C@@H]2[C@@H]3C(=O)N(C(C)(C)C)C(=O)[C@@H]3[C@]3(Cc4ccc(Cl)cc4)C(=O)N(c4ccc(OC)cc4)C(=O)N23)cc1
37) CC(=O)NC(CC(=O)NC(C)c1ccc(Cl)cc1Cl)c1ccccc1 (stereo not given)
38) CCc1nn(CC(=O)N2CCCCC2)c(=O)c2cc3sc(C)cc3n12
39) Cc1cccc(NS(=O)(=O)c2cc(Cl)ccc2Cl)n1
40) CCc1ccc(N(CC(=O)N2CCCC2)S(C)(=O)=O)cc1

assay / compound,33,34,35,36,37,38,39,40
Nrf2 block,18%,11%,x,11%,-9%,0%,6%,x
S2 tox,x,i,i,i,i,x,i,i
IL1B secr inh,18,10,5,3,27,x,34,-3
Nrf2 activator,-0.7%,0.0%,-0.8%,-0.6%,0.0%,0.4%,0.1%,0.1%
MCF10A rereplic,u,11%,u,24%,2%,x,0%,x
A549 viability,12%,2%,17%,0%,2%,5%,-4%,x
HepG2 tox,11%,18%,-3%,-19%,0%,5%,-3%,-11%
ATXN2 expr inh,u,-4%,13%,8%,5%,x,-8%,x
TGFb inhibitor,4%,-3%,3%,u,-1%,x,15%,-9%

41) COc1ccccc1C(O)c1nccn1C (stereo not given)
42) O=C(NCc1ccc2c(c1)OCO2)c1c(-c2ccccc2)sc2ccccc12
43) Cc1ccc(NC(=O)C2CCCN2S(=O)(=O)c2ccc3c(c2)C(C)(C)C(=O)N3C)cc1 (stereo not given)
44) O=C(NCc1cccs1)c1ccc(-c2ccc(F)c(F)c2)c2ccoc12

assay / compound,41,42,43,44
Nrf2 block,0%&5%,u,u,x
S2 tox,i,i,x,i
IL1B secr inh,4,27,x,x
Nrf2 activator,0.1%,0.5%,0.3%,6.4%
MCF10A rereplic,19%,11%,x,x
A549 viability,-1%&0%,7%,-4%,x
HepG2 tox,-2%&-59%,-29%,-15%,-22%
ATXN2 expr inh,2%,49%[activator],x,9%
TGFb inhibitor,31%&0%[activator],u,-1%,0%

Screens deposited in PubChem BioAssay by National Center for Advancing Translational Sciences (NCATS).
